# Screening data: PubChem, several laboratories
# M17LAP inhibition: P. falciparum M17LAP inhibitors, primary screen, biochemical, fluorogenic H-Leu-NHMec substrate, 1536-well (AID 1619). inhibition, % at 30 µM, or IC50 in µM where a hit was titrated. 0.38% of 220,000 active. recombinant M17LAP, H-Leu-NHMec fluorogenic kinetic assay; higher % means a stronger effect;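 active = compound inhibiting the enzyme by more than half at any dose during confirmatory dose-response retesting; inconclusive = strong single-dose inhibitors picked by rank but not retested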;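 note: plate controls were full reaction with DMSO carrier for no effect and no enzyme background for full effect; strong numbers were not always called active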
# West Nile virus CPE: West Nile virus antiviral activity, cell-based, CPE readout (AID 1621). CPE inhibition, % at 10 µM, or IC50 in µM where a hit was titrated. 0.02% of 290,000 active. West Nile virus-infected cells, CPE inhibition; higher % means a stronger effect; in the data active = a potency from the dose series; inconclusive = CPE inhibition mostly from about 3.7% at the one dose, without a potency; inactive = the rest, 99 in 100 with CPE inhibition below about 2.2%; note: strong numbers were not always called active
# UTI89 phage lysis: inhibition of K1F phage lysis, E. coli UTI89, bacterial capsule biogenesis inhibitors, alamar blue (AID 488966); E. coli UTI89 K1F phage lysis, alamar blue, 2 h; higher % means a stronger effect; inhibition, % at 100 µM, or IC50 in µM where a hit was titrated; 0.02% of 340,000 active;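 active = phage lysis inhibition, versus mean bacterial control, above a set limit; inconclusive = no clear call, values can overlap the other calls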;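 note: capsule biogenesis inhibitors block K1F phage lysis so surviving cells raise fluorescence; higher fluorescence means more inhibition of phage lysis; actives were called in the ten point dose series up to 300 µM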
# M1AAP inhibition: P. falciparum M1AAP inhibitors, biochemical, fluorogenic H-Leu-NHMec substrate, 1536-well (AID 1445); recombinant M1AAP, H-Leu-NHMec fluorogenic kinetic assay; higher % means a stronger effect; inhibition, % at 30 µM, or IC50 in µM where a hit was titrated; 0.42% of 220,000 active;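 active = primary inhibition above the hit cutoff, then over 50% inhibition at one or more dose response concentrations, cut at about 23% in these data, passing the limit was not always enough; inconclusive = conflicting primary data, or primary hits not chosen for dose response; inactive = low primary inhibition, or under 50% at every dose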;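 note: plate controls were DMSO full reaction for no effect and no enzyme background for full effect; strong numbers were not always called active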
# TNAP activation fold: stimulation of alkaline phosphatase TNAP activity – biochemical, luminescent, no phosphate acceptor, uHTS, primary screen (AID 1001) | purified TNAP, luminescent activation assay, no phosphate acceptor; higher activation fold means a stronger effect | activation fold at 20 µM; hits with a dose series show EC50 in µM | 0.03% of 200,000 active; in the data active = activation fold from about 3, or a potency from the dose series; inactive = the rest, 99 in 100 with activation fold below about 1.6; note: many of its hits are not listed in these tables
# RSV antiviral HEp-2: RSV antiviral activity via CPE protection, HEp-2 cells, primary 10 µM value included (AID 2391) | HEp-2 cells, RSV-induced CPE inhibition; higher % means a stronger effect | 0.13% of 310,000 active | one-dose CPE inhibition, % at 10 µM; IC50 in µM for titrated hits; in the data active = a potency from the dose series; inconclusive = CPE inhibition mostly from about 23% at the one dose, without a potency; inactive = the rest, 99 in 100 with CPE inhibition below about 21%; note: strong numbers were not always called active
# human PMI inhibition: MPI enzyme activity inhibition – biochemical, fluorescence intensity, coupled assay, primary screen (AID 1209); purified PMI enzyme, coupled fluorescence intensity; higher % means a stronger effect; inhibition, % at 20 µM; hits with a dose series show IC50 in µM; 0.42% of 190,000 active;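 note: plate controls were DMSO vehicle for no effect and wells lacking substrate for full effect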
# T cell HTS: modulates CD8 T cell binding to vesicles; 2C CD8+ T cell-vesicle binding, flow cytometry; active compounds read low; calls only at 7 µM; 0.068% of 330,000 active; AID 2052;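 active = response, share of CD8 T cells binding vesicles, and their 90th percentile fluorescence all below set limits, cut at about 80% in these data, passing the limit was not always enough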
#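 Material: murine 2C transgenic CD8+ T lymphocytes / Also added: QL9-peptide-loaded Drosophila micro-vesicles bearing Ld, ICAM-1 and B7-1 / Schedule: binding step 1.5 h, 37 °C, antibody labelling 20 min, ice / Signal: flow cytometry, PE anti-B7-1 (FL2) versus Alexa647 anti-CD8 (FL8), PFA-fixed / Evaluation: percent CD8+ FL2 mean versus row control / Benchmarks: naked versus QL9-loaded vesicles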
# human PMI inhibitors: human PMI inhibitors, high substrate, primary screen, biochemical, fluorescence intensity, high mannose 6-phosphate (AID 1220). 0.66% of 190,000 active. inhibition, % at 20 µM; hits with a dose series show IC50 in µM. recombinant PMI enzyme, coupled fluorescence intensity; higher % means a stronger effect
# T cell HTS vesicle-bound %: recorded beside T cell HTS, whose call it bears; double positive events, %; measured here: CD8+ vesicle-bound cell fraction;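 binding gate set so that unloaded-vesicle control wells show 10% double positive cells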
# * hit, by the source's call; i = inactive; ? = inconclusive; · = not tested or not shown; [ ] = another dose, or the depositor's remark. Cut-off read from the data, not from the text of the source, unless noted: active = inhibition above about 50%; inactive = the rest.
SMILES,M17LAP inhibition,West Nile virus CPE,UTI89 phage lysis,M1AAP inhibition,TNAP activation fold,RSV antiviral HEp-2,human PMI inhibition,T cell HTS,T cell HTS vesicle-bound %,human PMI inhibitors
CCN1/C(=C2\C(=O)N(C)C(=S)N2C)C=Cc2cc(C)ccc21,-13.7%,-0.5%,0.8%[50 µM],0.7%,0.6,12.9%,17.7%,i,5.3,4.8%
O=C(O)COc1ccccc1/C=N/NC(=O)c1cc(-c2ccc(Cl)cc2)nc2ccccc12,11.6%,0.1%,0.5%,10.9%,·,2.5%,·,i,50.7,·
Cn1c(SCCOc2ccccc2F)nc2ccccc2c1=O,0.2%,-1.4%,0.3%,-3.8%,1.1,9.2%,16.7%,i,53.5,11.1%
Cc1ccc(NS(=O)(=O)c2c(C)[nH]c(C)c2C(=O)N2CCCCC2)c(Br)c1,·,-0.7%,0.2%,·,·,2.0%,·,i,11.7,·
Cc1ccc(C2=NOC(C)(c3nnc(-c4ccncc4)o3)C2)cc1 (stereo not drawn),·,-0.8%,-0.8%,·,·,0.9%,·,i,11.6,·
Cc1nnc(SCC(=O)Nc2ccc(N3CCOCC3)cc2)o1,-22.1%,0.0%,0.0%,0.5%,1.2,-0.5%,9.0%,i,31.9,10.0%
COCCN(Cc1nc(C2(c3ccc(C)cc3)CCCC2)no1)C(C)C,-3.9%,-1.1%,-0.1%,2.9%,1.1,5.6%,4.7%,i,40.0,2.3%
O=C(c1ccccc1[N+](=O)[O-])n1cnc2ccccc21,-3.6%,1.1%,0.1%,-1.8%,1.1,1.7%,3.0%,i,55.9,7.8%
COc1cccc(NC(=O)Cc2ccc3ccccc3c2)c1,·,-0.4%,-0.7%,·,·,7.2%,·,i,25.6,·
CCOc1ccc(Cl)cc1S(=O)(=O)n1nnc2ccccc21,50.7%,0.0%,-1.7%,1.4%,1,1.1%,17.7%,i,56.9,3.5%
NC(=O)CC(NC(=O)Cc1ccc(Br)cc1)c1ccc(NCCOc2ccccc2)c([N+](=O)[O-])c1 (stereo not drawn),-0.7%,-0.1%,-5.4%,5.4%,·,6.4%,·,i,15.0,·
COc1ccc(CNC(=O)c2cccnc2Sc2ccc(Cl)cc2)cc1,14.0%,-0.3%,2.8%,6.2%,0.9,0.6%,13.3%,i,22.9,11.5%
COCC(=O)N/N=C\c1cccc(OC)c1OC/C=C/c1ccccc1,·,-0.4%,-0.2%,·,·,3.2%,·,i,55.3,·
COc1cc(/C=C(\C#N)C(=O)Nc2ccccc2F)ccc1OCCN1CCOCC1,·,-0.5%,0.0%,·,·,0.2%,·,i,71.9,·
COC(=O)CNC(=O)CN1c2cccc3cccc(c23)S1(=O)=O,0.3%,0.8%,0.7%,1.0%,1.1,1.2%,11.6%,i,35.6,7.8%
O=C(C[n+]1cccc(Br)c1)c1ccccc1,·,-0.2%,0.2%,·,·,-0.4%,·,i,15.1,·
Cc1ccsc1C(=O)C1CCCN(Cc2cc(F)ccc2-n2cccn2)C1 (stereo not drawn),5.5%,-1.1%,0.0%,2.2%,1.1,1.1%,6.6%,i,33.2,7.7%
CCn1ccnc1CN1CCC(n2nccc2NC(=O)c2ccccc2OC)CC1,·,-0.5%,0.2%,·,·,0.1%,·,i,67.8,·
CCN1CCN(S(=O)(=O)c2ccc(OC)c(NC(=O)c3ccccc3)c2)CC1,·,-0.8%,-0.6%[50 µM],·,·,3.1%,·,i,0.0,·
CC(C)[C@H](NC(=O)Nc1ccc(S(N)(=O)=O)cc1)C(=O)O,2.7%,0.3%,1.0%,2.0%,1,0.7%,-3.1%,i,14.8,8.5%
N/C(=N\OC(=O)c1ccc2ccccc2c1)c1cccc([N+](=O)[O-])c1,3.8%,-0.3%,3.0%,1.3%,1.1,3.4%,8.6%,i,28.9,8.4%
O=C(NC1CCCCC1)c1cc(-c2ccc(Cl)cc2)on1,·,-0.3%,0.1%,·,·,0.3%,·,i,27.9,·
O=C(Nn1c(=O)[nH]c2ccccc2c1=O)c1ccco1,3.3%,0.2%,-0.2%,5.2%,1.1,0.8%,-2.9%,i,54.2,-2.5%
Cc1c(C(=O)NCC2COc3ccccc3O2)oc2ccc(S(=O)(=O)N3CC(C)CC(C)C3)cc12 (stereo not drawn),-11.3%,-0.2%,5.1%,0.2%,1,?,15.2%,i,14.7,9.0%
N#CCC(=O)c1sccc1-n1cccc1,23.0%,1.6%,-0.5%,13.4%,1.1,9.6%,-23.5%,i,21.8,39.9%

# Structures shown so far that have a COOH group, in the order listed:
SMILES,M17LAP inhibition,West Nile virus CPE,UTI89 phage lysis,M1AAP inhibition,TNAP activation fold,RSV antiviral HEp-2,human PMI inhibition,T cell HTS,T cell HTS vesicle-bound %,human PMI inhibitors
O=C(O)COc1ccccc1/C=N/NC(=O)c1cc(-c2ccc(Cl)cc2)nc2ccccc12,11.6%,0.1%,0.5%,10.9%,·,2.5%,·,i,50.7,·
CC(C)[C@H](NC(=O)Nc1ccc(S(N)(=O)=O)cc1)C(=O)O,2.7%,0.3%,1.0%,2.0%,1,0.7%,-3.1%,i,14.8,8.5%

# Later entries
SMILES,M17LAP inhibition,West Nile virus CPE,UTI89 phage lysis,M1AAP inhibition,TNAP activation fold,RSV antiviral HEp-2,human PMI inhibition,T cell HTS,T cell HTS vesicle-bound %,human PMI inhibitors
CCn1c(Cc2ccc(OC)cc2)nnc1SCC(=O)N1CCN(c2ccccc2)CC1,8.0%,·,0.2%,-0.1%,1.1,0.5%,-2.5%,i,51.3,0.2%
COc1ccc(CCNC(=S)NC(=O)c2c(-c3ccccc3Cl)noc2C)cc1OC,0.0%,-0.9%,·,1.4%,·,7.0%,·,i,40.5,·
Cc1cc(C)c2cc(C#N)c(N3CCCC3)nc2c1,-28.5%,-0.3%,1.7%,16.8%,1.2,5.7%,-25.7%,i,38.5,-63.7%
Cc1cccc(OP(=O)(Nc2c(C)n(C)n(-c3ccccc3)c2=O)Oc2cccc(C)c2)c1,13.6%,-0.9%,-0.5%,7.4%,1,1.5%,16.8%,i,61.9,12.5%
CC(=O)N1c2ccc(S(=O)(=O)NCC3CCC(C(=O)Nc4cc(C)ccn4)CC3)cc2CC1C (stereo not drawn),·,0.6%,0.0%,·,·,6.7%,·,i,42.7,·
COCCCn1c(Cc2csc(Nc3ccc(F)cc3)n2)nnc1SCC(N)=O,8.8%,0.2%,3.2%,8.0%,1,0.9%,-5.7%,i,41.6,-10.3%
O=C(C[n+]1ccccc1)Nc1ccccc1[N+](=O)[O-],·,0.1%,0.1%,·,·,0.2%,·,i,61.5,·
Cc1ccc(NC(=O)CN2C(=O)c3ccccc3C2=O)c(C)c1,·,-1.2%,-0.9%,·,·,-1.3%,·,i,43.4,·
Cn1c(=N)n(CC(O)c2ccccc2)c2ccccc21 (stereo not drawn),-1.1%,0.5%,2.1%,1.3%,1,2.8%,3.4%,i,30.3,-0.3%
CCSc1nnc2n(N)c(=O)c3ccccc3n12,-8.0%,-0.2%,·,0.7%,1.1,·,2.8%,·,·,1.4%
COc1cccc(NC(=O)CSc2nc3ccccc3c(=O)n2C)c1,·,-1.0%,-1.5%,·,·,2.4%,·,i,23.5,·
O=C(COC(=O)c1ccc2ccccc2n1)Nc1ncc(C(F)(F)F)cc1Cl,6.0%,0.0%,i,1.8%,1.2,0.2%,-4.9%,i,43.2,-1.3%
O=C(Nc1ccccc1C(=O)NCCN1CCOCC1)c1ccc(Cl)cc1Cl,-11.1%,-0.4%,0.2%,5.8%,1.1,0.4%,-0.8%,i,51.2,3.7%
COC(=O)CSc1nnc(-c2sc3ccccc3c2Cl)o1,-1.2%,-0.2%,-4.5%,-2.2%,1.1,2.2%,-9.7%,i,31.5,-12.8%
CC(C)c1ccc(/C=C2\SC(=O)N(CC(=O)NC3C=CS(=O)(=O)C3)C2=O)cc1 (stereo not drawn),·,2.3%,-0.1%,·,·,50.8%,·,i,23.3,·
Cc1cccc(C(=O)N2CCCC(N3CCN(c4ccc(F)cc4)CC3)C2)n1 (stereo not drawn),·,-0.4%,0.1%,·,·,0.3%,·,i,10.5,·
Cc1ccccc1C1C(C#N)=C(N)N(N(C)C)C2=C1C(=O)CC(C)(C)C2 (stereo not drawn),·,-1.1%,0.2%,·,·,1.3%,·,i,17.6,·
COc1ccc(C(=O)NC(CC(C)C)C(=O)O)cc1OC (stereo not drawn),0.6%,0.5%,0.9%,-1.1%,1,1.2%,-1.6%,i,39.9,-7.6%
CCn1cc(S(=O)(=O)N2CCN(Cc3cccc(Cl)c3)CC2)cn1,2.7%,-1.5%,-1.0%,-0.1%,1.1,1.3%,-6.6%,i,43.5,-4.3%
CCc1ccc(NC(=O)CSc2nc3ccsc3c(=O)n2CCCCCC(=O)O)cc1,2.4%,0.6%,-0.5%,-11.3%,1.1,4.2%,-4.3%,i,18.3,-4.6%
COc1cc(CNCCN(C)C)ccc1OCc1c(F)cccc1Cl,5.9%,0.2%,0.1%,4.4%,1.1,-3.2%,2.5%,i,53.8,9.0%
CC(=O)N1CCCc2ccc(NS(=O)(=O)c3ccc(C)c(C)c3)cc21,·,-0.5%,1.6%,·,·,1.3%,·,i,22.5,·

# Retrieved one by one from the list above (three):
SMILES,M17LAP inhibition,West Nile virus CPE,UTI89 phage lysis,M1AAP inhibition,TNAP activation fold,RSV antiviral HEp-2,human PMI inhibition,T cell HTS,T cell HTS vesicle-bound %,human PMI inhibitors
Cc1cccc(C(=O)N2CCCC(N3CCN(c4ccc(F)cc4)CC3)C2)n1 (stereo not drawn),·,-0.4%,0.1%,·,·,0.3%,·,i,10.5,·
O=C(COC(=O)c1ccc2ccccc2n1)Nc1ncc(C(F)(F)F)cc1Cl,6.0%,0.0%,i,1.8%,1.2,0.2%,-4.9%,i,43.2,-1.3%
CC(=O)N1c2ccc(S(=O)(=O)NCC3CCC(C(=O)Nc4cc(C)ccn4)CC3)cc2CC1C (stereo not drawn),·,0.6%,0.0%,·,·,6.7%,·,i,42.7,·
